E-selectin induc – E-selectin induction in HUVECs, primary screen, imaging, HUVEC, immunofluorescence imaging, single point; P16581; normalized: neutral wells 0, TNF-alpha wells 100; activation, % at 7.58 µM; hit rate 0.37% among 260,000; AID 686992, 2013;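 active means mean E-selectin-positive cell signal at least 10% of the positive control, reached in at least 60% of replicates, without over 20% cell loss; inconclusive means no rule given, readout overlaps actives, possibly toxicity-flagged; inactive means the rest, including those meeting only one limit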;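 further: in these data hits start at about 27%; measured in HUVEC primary endothelial cells; signal is the percent of cells scored E-selectin positive by PE staining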
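Read-out basis: % PE-positive cells; Test system: HUVEC primary endothelial cells; Technique: immunofluorescence imaging; Dosing: single-point compound dose.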
C2C12 statin – suppressors of statin myotoxicity in C2C12 myotubes, primary screen, cell-based, single point, plate reader; C2C12 myotubes + simvastatin, ATP luminescence, 48 h; scaled: DMSO 0, geranylgeraniol control 100; hit rate 0.78% among 330,000; rescue of ATP level, % at 7.49 µM;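 active means mean ATP rescue above about 67%, or every replicate alone reaching that limit, limit read from the data, passing the limit was not always enough; inconclusive means no clear call, values can overlap the other calls; inactive means mean under the limit and some replicate under it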;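 further: myotubes were challenged with 10 µM simvastatin during compound exposure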
PglD inh – C. jejuni PglD acetyltransferase inhibitors, primary screen, biochemical, DTNB colorimetric, single point. purified PglD enzyme, DTNB colorimetric CoA detection. inhibition, % at 12.5 µM. hit rate 0.098% among 360,000. AID 602405, 2012; in the data active means inhibition above about 16%, passing the limit was not always enough; inconclusive means no clear call, values can overlap the other calls; further: strong numbers were not always called active
S100A4 inh HTS – inhibitors of S100A4-myosin IIA peptide binding, primary screen, biochemical, fluorescence polarization, TAMRA-MyoIIA peptide; hit rate 0.14% among 360,000; Protein S100-A4 (Homo sapiens), P26447; inhibition, % at 10.7 µM; AID 652163, 2013;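 active means mean inhibition of at least 70% across replicates, with every replicate also reaching that level; inconclusive means mean inhibition reaches 70% but some replicates fall short; inactive means mean inhibition below 70%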
Target sequence (P26447 whole entry, looked up): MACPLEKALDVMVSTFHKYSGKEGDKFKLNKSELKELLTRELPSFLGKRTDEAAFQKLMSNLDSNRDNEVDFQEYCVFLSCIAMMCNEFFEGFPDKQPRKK
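Assay system: human S100A4 monomer with TAMRA-labelled myosin IIA peptide / Buffer or medium: Calcium-containing HEPES buffer, pH 7.2 / Reagent: TAMRA-labelled myosin IIA heavy-chain peptide probe, 5 nM / Compound: one dose per compound / Timing: polarization read 5 min after assay mix addition, stable 5–60 min / Benchmarks: neutral control DMSO, positive control TFP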
DENV2 CPE rescue – inhibitors of DENV2 cytopathic effect, primary screen, cell-based, plate reader, single concentration; DENV2-infected cells, cytopathic effect rescue; CPE inhibition, % at 9.99 µM; hit rate 1.7% among 350,000; AID 651640, 2012; in the data active means CPE inhibition above about 20%, passing the limit was not always enough; inconclusive means no clear call, values can overlap the other calls; tested in BHK-21 cells;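 further: 0% = median of neutral control wells and 100% = median of positive control wells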
ERp5 block – inhibitors of ERp5-driven insulin aggregation, primary screen, biochemical, turbidity, absorbance 650 nm, single point; Protein disulfide-isomerase A6 (Homo sapiens), Q15084; 90 min; inhibition, % at 9.99 µM; hit rate 0.05% among 350,000; AID 651711, 2012;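 active means mean replicate inhibition above about 25%, with every replicate also reaching it, limit read from the data, passing the limit was not always enough; inconclusive means only one of those two criteria met; inactive means neither criterion met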
Target sequence (Q15084 whole entry, looked up): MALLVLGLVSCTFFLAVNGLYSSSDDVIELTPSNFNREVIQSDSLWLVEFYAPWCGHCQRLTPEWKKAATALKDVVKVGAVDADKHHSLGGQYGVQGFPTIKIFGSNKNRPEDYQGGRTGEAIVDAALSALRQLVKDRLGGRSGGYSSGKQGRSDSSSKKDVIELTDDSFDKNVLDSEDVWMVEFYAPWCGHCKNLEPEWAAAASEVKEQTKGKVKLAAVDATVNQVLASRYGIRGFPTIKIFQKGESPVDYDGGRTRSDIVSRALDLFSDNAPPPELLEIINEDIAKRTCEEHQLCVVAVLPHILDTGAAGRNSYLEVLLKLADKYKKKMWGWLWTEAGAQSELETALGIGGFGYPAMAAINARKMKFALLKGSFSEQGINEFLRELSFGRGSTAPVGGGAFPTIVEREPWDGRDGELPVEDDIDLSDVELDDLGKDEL
SIRT5 block – SIRT5 desuccinylase inhibitors, primary screen, biochemical, fluorescence imaging, single point, set 5 | NAD-dependent protein deacylase sirtuin-5, mitochondrial (Homo sapiens), Q9NXA8 | Purified SirT5, succinyl-peptide AMC, trypsin-coupled fluorescence | inhibition, % at 15 µM | hit rate 1.1% among 330,000 | AID 652115, 2013; in the data active means inhibition above about 15%; inconclusive means no clear call, values can overlap the other calls
Target sequence (Q9NXA8 whole entry, looked up): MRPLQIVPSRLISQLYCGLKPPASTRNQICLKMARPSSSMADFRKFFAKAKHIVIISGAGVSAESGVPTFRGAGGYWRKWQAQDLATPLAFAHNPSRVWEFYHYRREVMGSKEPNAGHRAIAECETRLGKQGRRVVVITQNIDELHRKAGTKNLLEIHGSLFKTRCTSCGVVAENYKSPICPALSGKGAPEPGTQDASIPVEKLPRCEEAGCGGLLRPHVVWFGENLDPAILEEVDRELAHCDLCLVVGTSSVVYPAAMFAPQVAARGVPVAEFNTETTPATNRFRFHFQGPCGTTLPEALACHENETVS
* marks the source's active call; other numbers are inactive results. This is a subset; count on the stated rates, not on these rows.

Start of the data: the first 2 entries, ahead of the listing:
`O=C(C[C@H]1CC[C@H]2[C@@H](COC[C@@H](O)CN2C(=O)Nc2ccc(Cl)c(Cl)c2)O1)NCc1ccc(Cl)c(Cl)c1` gave E-selectin induc 0.1, C2C12 statin -23, PglD inh 3, S100A4 inh HTS 7, DENV2 CPE rescue -19, ERp5 block -12 and SIRT5 block 5.
C[C@@H](O)C#Cc1ccc2c(c1)O[C@@H](CN(C)C(=O)c1ccncc1)[C@@H](C)CN([C@@H](C)CO)S2(=O)=O was read as E-selectin induc 0.1, C2C12 statin -26, PglD inh 0, S100A4 inh HTS 6, DENV2 CPE rescue inconclusive, ERp5 block 18 and SIRT5 block -5.

This part in full, from the first entry:
`O=C(C[C@H]1CC[C@H]2[C@@H](COC[C@@H](O)CN2C(=O)Nc2ccc(Cl)c(Cl)c2)O1)NCc1ccc(Cl)c(Cl)c1` gave E-selectin induc 0.1, C2C12 statin -23, PglD inh 3, S100A4 inh HTS 7, DENV2 CPE rescue -19, ERp5 block -12 and SIRT5 block 5.
C[C@@H](O)C#Cc1ccc2c(c1)O[C@@H](CN(C)C(=O)c1ccncc1)[C@@H](C)CN([C@@H](C)CO)S2(=O)=O was read as E-selectin induc 0.1, C2C12 statin -26, PglD inh 0, S100A4 inh HTS 6, DENV2 CPE rescue inconclusive, ERp5 block 18 and SIRT5 block -5.
CC(=O)O[C@H]1C=C[C@@H](C#Cc2ccc(C(C)(C)C)cc2)O[C@@H]1COC(=O)Nc1ccccc1 was read as E-selectin induc -0.3, S100A4 inh HTS 13, DENV2 CPE rescue 11 and ERp5 block 1.
`O=C(Nc1ccc2c(c1)CN(Cc1ccco1)CC2)C1CCCO1` (stereo not drawn) gave C2C12 statin 7, PglD inh 5, S100A4 inh HTS -5, DENV2 CPE rescue -4, ERp5 block -3 and SIRT5 block -2.
For NC(=O)N/N=C/c1c(F)c(F)c(F)c(F)c1F the results were E-selectin induc -5.3, C2C12 statin -12, PglD inh 4, S100A4 inh HTS -4, DENV2 CPE rescue -8, ERp5 block 5 and SIRT5 block 0.
Cc1nnc(SCC(=O)Nc2cc(S(=O)(=O)N3CCCC3)ccc2Cl)n1C1CC1 was read as E-selectin induc -0.6, C2C12 statin 4, PglD inh 0, S100A4 inh HTS 0, DENV2 CPE rescue inconclusive, ERp5 block 2 and SIRT5 block -4.
For O=C(C[C@@H]1CC[C@H]2NC[C@@H](O)COC[C@@H]2O1)NCCc1ccccc1 the results were E-selectin induc -0.1, C2C12 statin -20, PglD inh -29, S100A4 inh HTS -10, DENV2 CPE rescue -2, ERp5 block -3 and SIRT5 block 0.
COc1cccc(CNc2nc3ccc(NC(C)=O)cc3s2)c1 was read as C2C12 statin 5, PglD inh -20, S100A4 inh HTS -2, DENV2 CPE rescue 1, ERp5 block 2 and SIRT5 block 2.
Screening COc1ccc(S(=O)(=O)N(C)C[C@@H]2Oc3c(NC(=O)CCCCCC(=O)Nc4ccccc4N)cccc3C(=O)N([C@H](C)CO)C[C@@H]2C)cc1 returned E-selectin induc -0.7, S100A4 inh HTS 1, DENV2 CPE rescue 36* and ERp5 block 4.
`COc1ccc(-c2ccc3[nH]c4c(c3c2)CCN2C(=O)[C@@H]([C@H](C)O)[C@@H](N(C)C(=O)Nc3ccccc3)C[C@@H]42)cc1` gave E-selectin induc -1.3, C2C12 statin 6, PglD inh -5, S100A4 inh HTS 6, DENV2 CPE rescue -5, ERp5 block -2 and SIRT5 block 1.
Screening COc1ccc(S(=O)(=O)NCC(c2ccco2)N2CCc3ccccc3C2)cc1 (stereo not drawn) returned E-selectin induc -1.6, C2C12 statin 9, PglD inh -6, S100A4 inh HTS -3, DENV2 CPE rescue 2, ERp5 block 11 and SIRT5 block -1.
`CCOC(=O)C1(CCc2ccccc2)CCN(C(=O)c2ccoc2)CC1` gave E-selectin induc 0.2, C2C12 statin 0, PglD inh 8, S100A4 inh HTS -3, DENV2 CPE rescue -2, ERp5 block -12 and SIRT5 block 0.
Screening CCC(=O)Nc1ccc(NC(=O)CSc2nnc(-c3ccco3)n2C)cc1 returned E-selectin induc 0.0, C2C12 statin 3, PglD inh -8, S100A4 inh HTS -1, DENV2 CPE rescue 6 and ERp5 block 4.
Screening C[C@@H]1CCCCO[C@H](CN(C)Cc2ccccc2)[C@@H](C)CN([C@H](C)CO)C(=O)c2cc(NC(=O)Nc3ccc(F)cc3)ccc2O1 returned E-selectin induc 0.1, PglD inh -1, S100A4 inh HTS 11, DENV2 CPE rescue -5, ERp5 block -3 and SIRT5 block -6.
For CC(C)Oc1ccc(C(=O)/C(=C\c2cccs2)c2nc3ccccc3o2)cc1 the results were E-selectin induc 3.2, S100A4 inh HTS 1, ERp5 block -2 and SIRT5 block -1.
For Nc1ccc(-c2nc3nc(N)nc(N)c3nc2-c2ccc(N)cc2)cc1 the results were E-selectin induc 0.8, C2C12 statin 7, PglD inh -2, S100A4 inh HTS -1, DENV2 CPE rescue -5, ERp5 block 4 and SIRT5 block -18.
CC(Oc1ccc2c(=O)c(-c3ccc(Cl)cc3)c(C(F)(F)F)oc2c1)C(=O)O (stereo not drawn) was read as C2C12 statin 3, PglD inh 7, S100A4 inh HTS 8, DENV2 CPE rescue -4, ERp5 block -4 and SIRT5 block 4.
C[C@@H]1CCCCO[C@@H](CN(C)CC2CC2)[C@H](C)CN([C@@H](C)CO)C(=O)c2cc(NC(=O)c3ccncc3)ccc2O1 was read as E-selectin induc 0.0, C2C12 statin 22, PglD inh 3, S100A4 inh HTS -42, DENV2 CPE rescue 2, ERp5 block -6 and SIRT5 block 0.
`COCC(=O)N1CC(=O)N2[C@H](CO)[C@H](c3ccc(C#CCc4ccccc4)cc3)[C@H]2C1` gave E-selectin induc -0.3, S100A4 inh HTS -7, DENV2 CPE rescue 3, ERp5 block -3 and SIRT5 block -2.
For O=C(NCCc1ccccc1)[C@H]1[C@H](CO)[C@H]2Cn3c(cccc3=O)[C@H]2N1Cc1cccnc1 the results were E-selectin induc 0.3, C2C12 statin 5, PglD inh 1, S100A4 inh HTS 8, DENV2 CPE rescue inconclusive, ERp5 block -3 and SIRT5 block -3.
O=C(CNC(=O)c1cncc(Br)c1)Nc1ccc(F)c(F)c1F was read as E-selectin induc 0.1, C2C12 statin 5, PglD inh 1, S100A4 inh HTS 16, DENV2 CPE rescue 0, ERp5 block 3 and SIRT5 block -5.
For C[C@H](CO)N1C[C@H](C)[C@@H](CN(C)C(=O)CN(C)C)Oc2cc(C3=CCCCC3)ccc2S1(=O)=O the results were E-selectin induc -0.3, C2C12 statin 8, PglD inh 5, S100A4 inh HTS 1, DENV2 CPE rescue 7, ERp5 block 0 and SIRT5 block 5.
For COc1ccc(S(=O)(=O)N2CCCCC2)cc1NC(=O)c1cncc(Br)c1 the results were C2C12 statin 11, PglD inh 2, S100A4 inh HTS 39, DENV2 CPE rescue 8, ERp5 block 4 and SIRT5 block -4.
Screening COc1ccc(S(=O)(=O)N(C)C[C@H]2Oc3c(NC(=O)c4nc5ccccc5s4)cccc3C(=O)N([C@@H](C)CO)C[C@@H]2C)cc1 returned E-selectin induc 1.9, PglD inh 0, S100A4 inh HTS 4, DENV2 CPE rescue -13, ERp5 block -10 and SIRT5 block 1.
`CCOc1ccc(/C=N/Nc2cc(=O)n(C)c(=O)n2C)cc1` gave PglD inh -4, S100A4 inh HTS -2, DENV2 CPE rescue -15, ERp5 block -3 and SIRT5 block -7.
For CSc1nc(O)c(C(c2cccc([N+](=O)[O-])c2)c2c(O)nc(SC)[nH]c2=O)c(=O)[nH]1 the results were S100A4 inh HTS -13, DENV2 CPE rescue 10, ERp5 block 3 and SIRT5 block 8.
For COc1ccc(S(=O)(=O)N(C)C[C@H]2Oc3ccc(NC(=O)C4CCCCC4)cc3C(=O)N([C@@H](C)CO)C[C@@H]2C)cc1 the results were E-selectin induc 0.1, C2C12 statin -7, PglD inh -1, S100A4 inh HTS -9, DENV2 CPE rescue 0, ERp5 block 1 and SIRT5 block 1.
Screening O=C(O)C(=Cc1ccnc2ccccc12)C(=O)O returned E-selectin induc -0.6, PglD inh 6, S100A4 inh HTS -1, DENV2 CPE rescue -8 and ERp5 block -10.
Cc1cc(C)c(NC(=O)CSc2nc(COc3ccccc3)nc3ccccc23)c(C)c1 was read as C2C12 statin -41, PglD inh 4, S100A4 inh HTS -4, DENV2 CPE rescue -2, ERp5 block -3 and SIRT5 block -1.
NC(=O)C1CCN(S(=O)(=O)c2ccc3c(c2)OCCO3)CC1 was read as E-selectin induc 4.4, S100A4 inh HTS -2, DENV2 CPE rescue 5, ERp5 block 0 and SIRT5 block 10.
For O=C(COC(=O)c1ccccc1O)Nc1cc(S(=O)(=O)N2CCCCCC2)ccc1Cl the results were E-selectin induc -0.1, C2C12 statin -13, PglD inh -4, S100A4 inh HTS 2, DENV2 CPE rescue -2, ERp5 block 2 and SIRT5 block -2.
For CC(=O)Nc1ccc(CN2C(=O)C(C)ON=C2c2ccccc2-c2ccco2)cc1 (stereo not drawn) the results were C2C12 statin 2, PglD inh 1, S100A4 inh HTS 3, DENV2 CPE rescue 14 and ERp5 block 7.
`CCOC(=O)Cc1csc2nc3sc(C)c(C)c3c(=O)n12` gave E-selectin induc -1.5, C2C12 statin -2 and PglD inh -2.
C[C@@H]1CN([C@@H](C)CO)C(=O)c2cc(/C=C/c3ccccc3)cnc2O[C@H]1CN(C)C(=O)Nc1ccc(C(F)(F)F)cc1 was read as E-selectin induc 0.5, C2C12 statin 36, PglD inh -1, S100A4 inh HTS 3, DENV2 CPE rescue 23*, ERp5 block 6 and SIRT5 block 9.
`Cc1ccc(SCC2(O)CCN(S(=O)(=O)c3ccc(Cl)cc3)CC2)cc1` gave E-selectin induc -0.5, C2C12 statin 18 and PglD inh 4.
C[C@H]1CN([C@@H](C)CO)C(=O)c2cc(NC(=O)CCC(F)(F)F)ccc2O[C@@H]1CN(C)Cc1ccc(Cl)c(Cl)c1 was read as E-selectin induc 0.6, C2C12 statin -44, PglD inh -11, S100A4 inh HTS 5, DENV2 CPE rescue -2, ERp5 block 3 and SIRT5 block 2.
Screening Cc1nc2ccc(S(=O)(=O)NCC(=O)NCc3ccc(Cl)cc3)cc2s1 returned E-selectin induc 1.3, C2C12 statin 12, PglD inh 2, S100A4 inh HTS -4, DENV2 CPE rescue 6, ERp5 block 2 and SIRT5 block 2.
For CC(C)CCN1CCC[C@]2(N[C@H](c3ccc(C(F)(F)F)cc3)[C@@H]3C(=O)N(Cc4ccccc4)C(=O)[C@@H]32)C1=O the results were E-selectin induc 0.0, C2C12 statin 13, PglD inh 2, S100A4 inh HTS 7, DENV2 CPE rescue -4, ERp5 block 9 and SIRT5 block -5.
`CCCCN1C(=O)C(=O)N(CC(=O)Nc2sc(CC)cc2C(=O)OCC)C1=O` gave C2C12 statin -8, PglD inh -6, S100A4 inh HTS -8, DENV2 CPE rescue -3, ERp5 block 5 and SIRT5 block -2.
`C[C@@H]1CCCCO[C@H](CN(C)Cc2ccncc2)[C@H](C)CN([C@@H](C)CO)C(=O)c2cc(NC(=O)CCC(F)(F)F)ccc2O1` gave E-selectin induc -0.2, C2C12 statin -7, PglD inh 2, S100A4 inh HTS 13, DENV2 CPE rescue 13, ERp5 block -3 and SIRT5 block 1.
O=S(=O)(N[C@H]1CC[C@@H](CCn2cc(-c3cccc(F)c3)nn2)O[C@H]1CO)c1ccccc1 was read as E-selectin induc -1.5, C2C12 statin 0, PglD inh -4, S100A4 inh HTS -1, DENV2 CPE rescue -12, ERp5 block 2 and SIRT5 block -10.

Compound activity deposited in PubChem by Broad Institute.
